KLK5 inh: inhibitors of human kallikrein 5. recombinant hK5, fluorogenic AMC substrate cleavage. inhibition, % at 5 µM. hit rate 0.59% among 210,000. AID 873;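 active = inhibition of 40% or more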;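 note: 0% = enzyme controls without compound and 100% = no-enzyme blanks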
Target sequence (Q9Y337 67-293 limits assumed): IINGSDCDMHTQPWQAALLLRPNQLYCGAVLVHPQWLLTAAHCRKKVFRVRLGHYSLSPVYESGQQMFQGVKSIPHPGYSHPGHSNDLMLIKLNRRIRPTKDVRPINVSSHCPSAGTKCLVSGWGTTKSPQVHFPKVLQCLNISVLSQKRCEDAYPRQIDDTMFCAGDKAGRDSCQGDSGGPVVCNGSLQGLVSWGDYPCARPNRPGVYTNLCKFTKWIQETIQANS
FXIa inh: factor XIa (human) inhibition. purified FXIa, Boc-Glu-Ala-Arg-AMC fluorogenic substrate. AID 798. hit rate 0.14% among 220,000. inhibition, % at 5 µM. P03951;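 active = inhibition of at least 40%; inactive = inhibition below 40%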;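 note: fluorescence of freed AMC excited at 355 nm; 0% = enzyme without compound and 100% = no enzyme blank; many of its hits are not listed in these tables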
Wee1 stabilizer: inhibitors of human Wee1 degradation; P30291; HeLa Luc-Wee1K328M stability, luciferase luminescence; 100% = proteasome inhibitor MG132 effect; reporter increase, % at 5 µM; hit rate 1.2% among 220,000;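 active = activation above the mean of all tested compounds plus 3 SD, set per screening run, cut at about 8.8% in these data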;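 note: cells exposed to compound for 20 h before luminescence read; 0% = DMSO alone and 100% = MG132 at 30 µM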
Target sequence (P30291 whole entry K328M): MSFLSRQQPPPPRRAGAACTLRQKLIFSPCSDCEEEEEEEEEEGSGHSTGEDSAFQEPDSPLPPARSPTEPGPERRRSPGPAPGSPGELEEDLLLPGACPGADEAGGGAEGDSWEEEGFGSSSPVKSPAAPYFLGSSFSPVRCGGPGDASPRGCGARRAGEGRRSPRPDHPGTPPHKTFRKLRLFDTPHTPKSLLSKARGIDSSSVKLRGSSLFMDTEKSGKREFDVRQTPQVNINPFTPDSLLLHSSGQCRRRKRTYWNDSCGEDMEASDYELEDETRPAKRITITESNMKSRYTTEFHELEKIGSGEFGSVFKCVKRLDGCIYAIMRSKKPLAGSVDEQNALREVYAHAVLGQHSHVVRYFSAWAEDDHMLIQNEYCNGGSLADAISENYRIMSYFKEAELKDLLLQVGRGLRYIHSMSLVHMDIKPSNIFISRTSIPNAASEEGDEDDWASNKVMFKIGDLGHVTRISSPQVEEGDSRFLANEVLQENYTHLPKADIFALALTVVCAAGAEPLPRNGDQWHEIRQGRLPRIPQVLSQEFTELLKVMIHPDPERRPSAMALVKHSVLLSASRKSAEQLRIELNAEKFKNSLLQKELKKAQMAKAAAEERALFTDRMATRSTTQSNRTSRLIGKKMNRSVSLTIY
PERK inhibitor: inhibitors of human PERK kinase | CHO PERK-DD fusion, SEAP luminescence translation reporter | inhibition, % at 5.6 µM | hit rate 0.17% among 220,000 | AID 1416;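 active = inhibition above the mean inhibition of all tested compounds plus 3 SD, set separately per screening campaign, cut at about 2.9% in these data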;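 note: PERK kinase domain activated by AP20187 dimerizer at 100 nM; 0% = DMSO with dimerizer and 100% = rapamycin at 8.4 µM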
FXIIa inh 1536: inhibitors of human coagulation factor XIIa; P00748; purified FXIIa, Boc-QGR-AMC fluorogenic substrate, 2 h; inhibition, % at 5 µM; hit rate 0.3% among 220,000; AID 800; in the data active = inhibition above about 40%;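 note: 0% = enzyme with no compound and 100% = blank without enzyme; many of its hits are not listed in these tables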
Furin inh: inhibitors of human furin; purified furin, fluorogenic substrate cleavage; inhibition, % at 30 µM; AID 463115; hit rate 0.061% among 220,000; P09958; in the data active = inhibition above about 25%; note: inactives centre near -15
KCC2 mod: modulates chloride dependent transport by human KCC2 | KCC2 cells, thallium flux FluoZin-2 fluorescence | hit rate 2.2% among 190,000 | B-score of Tl+ flux slope (higher = more flux/activation; lower = inhibition) at 10 µM;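 active = thallium flux slope and its plate-corrected score both differing from the plate sample mean at a set confidence after two filtering rounds, in either direction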;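 note: slope of fluorescence scaled to starting intensity during 10 to 20 s after thallium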
Thrombin inh: blocks human thrombin protease activity. hit rate 0.26% among 220,000. P00734. inhibition, % at 5 µM. alpha-thrombin, Boc-VPR-AMC fluorogenic substrate cleavage. AID 1046;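 active = inhibition at or above 40%; inactive = inhibition below 40%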;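 note: 0% = enzyme with no compound and 100% = wells without enzyme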
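System – human alpha-thrombin · Medium – pH 7.5 Tris (50 mM) with NaCl 150 mM, Tween 20 0.05% · Compound – single-point dosing at 5 µM, 0.2% DMSO · Incubation – enzyme reaction carried out at room temperature · Technique – fluorescence of released AMC, ex 355 nm, em 460 nm · Read-out basis – % inhibition of thrombin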
p97 ATPase inh: human p97 ATPase inhibition; P55072; recombinant p97 ATPase, Kinase-Glo ATP luminescence, 3 h; inhibition, % at 8 µM; hit rate 0.42% among 220,000; AID 1481; in the data active = inhibition above about 15%;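 note: 0% = DMSO vehicle and 100% = wells lacking enzyme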
Active calls of the source: *; nt = no result given; [ ] = remark or other dose.

SMILES	KLK5 inh	FXIa inh	Wee1 stabilizer	PERK inhibitor	FXIIa inh 1536	Furin inh	KCC2 mod	Thrombin inh	p97 ATPase inh
NC(=S)N/N=C/c1cccc(Br)c1	1	4	0	0.9	9	-20	2	-3	4
Cc1cccc(NC(=O)CS(=O)(=O)Cc2ccccc2)n1	4	-16	0	0.9	9	-20[20 µM]	0.66	-2	5
CCCCOC(=O)c1ccc(NC(=S)N2CCN(c3ncc4c(=O)c(C(=O)O)cn(CC)c4n3)CC2)cc1	4	7	2	0.7	13	-11	-0.37	-1	6
Cc1ccc(Nc2ccc(C(=O)NCCc3ccccc3)cn2)cc1	-26	4	1	0.7	11	-4	-0.11	-2	2
Cn1nc(C(F)(F)F)c2cc(C(=O)NC3CC3)sc21	-12	1	-1	0.3	4	10[20 µM]	-0.34	1	3
CCOC(=O)C1CCN(C(=O)c2ccccc2NS(=O)(=O)c2ccc(F)cc2)CC1	-20	3	0	0.5	12	-8	-0.079	-1	5
CCOc1cc(C(=O)O/N=C(\N)c2ccc([N+](=O)[O-])cc2)cc(OCC)c1OCC	7	-2	2	-0.6	10	-25	-0.042	-2	-3
CCOCCCNC(C(=O)Nc1ccc(OC)c(Cl)c1)c1ccccc1 (stereo not drawn)	0	5	-1	0.1	12	-22	0.0094	0	2
Cc1ccc(Cn2c([N+](=O)[O-])cnc2C)cc1	-12	11	2	0.2	18	-4	0	-3	-5
Cc1cccc(OCCOCCN2CCOCC2)c1C	-19	17	2	0.7	20	-15	nt	-9	-4
O=C(NNc1cc(Cl)cc(Cl)c1)c1c(F)cccc1Cl	1	1	9.1*	1.0	10	-26	-0.76	-3	0
C=CCn1c(=NC(=O)c2ccc(S(=O)(=O)N3CCc4ccccc4C3)cc2)sc2cc(S(N)(=O)=O)ccc21	-7	-2	-3	-0.7	6	-27	1.3	-2	9
COc1cccc(/C=C2\SC(=O)N(CCC(=O)NNC(=O)c3cccc(Cl)c3)C2=O)c1	18	6	-3	0.9	11	-18	-1.5	-1	2
CC(C)Cn1c(N)c(C(=O)COC(=O)c2ccccc2F)c(=O)n(C)c1=O	-5	-6	4	0.8	5	-8	0.7	5	0
CCC(C)c1ccc(NC(=O)CC(C)=O)cc1 (stereo not drawn)	-1	-5	-1	1.1	6	-20[20 µM]	nt	-4	-1
O=S(=O)(NCCc1ccccc1F)c1cccc(S(=O)(=O)N2CCOCC2)c1	-9	2	-1	0.5	-19	-19	nt	-8	-1
Cc1cc(C)c2nc(SCC#N)cc(C)c2c1	-34	1	0	0.3	9	-14	1.1	-6	2
c1ccc(COc2ccc(OCCOCCn3cncn3)cc2)cc1	-15	-9	1	0.1	-4	-18[20 µM]	-0.31	-8	3
COCCSc1ccccc1C(=O)NCc1ccc(S(N)(=O)=O)cc1	-1	16	-1	1.1	29	-21[20 µM]	nt	5	2
Cc1nn(C(=O)c2c([N+](=O)[O-])cnn2C)c(C)c1Cl	4	35	2	0.8	11	-21[20 µM]	0.22	-3	-3
COc1ccc(Cc2nnc(NC(=O)c3ccc(Cl)c([N+](=O)[O-])c3)s2)cc1	2	-10	1	1.2	11	-10	-0.45	4	-3
Cc1ccc(N(Cc2ccc(C(=O)NC3CCCCC3)cc2)S(C)(=O)=O)cc1C	-16	-12	0	-1.5	7	-9[20 µM]	nt	-2	2
O=C1N=C(N2CCOCC2)SC1=C1CCCCC1	-16	8	0	-0.9	16	-10	0.031	3	-1
Cn1c(NC(=O)c2ccc(F)c(F)c2)cc(=O)n(C)c1=O	0	1	-2	1.6	10	-19	0.041	-1	2
COC(=O)c1ccc(NC(=O)C(=O)N2CCN(C(=S)NCCc3ccccc3)CC2)cc1	-25	-12	2	-0.7	-2	-6	-0.15	-11	-6
O=C(CSc1nnc(-c2cccs2)n1-c1ccccc1)N1CCCc2ccccc21	-10	1	-1	-1.7	10	-1[20 µM]	-1.7	6	-1
COc1ccc(S(=O)(=O)Nc2cccnc2)c(Cl)c1Cl	-3	-4	-4	0.8	2	-19	0.54	-4	5
CC(=O)Nc1ccccc1N(CC(O)Cn1c2ccccc2c2ccccc21)S(=O)(=O)c1ccc(C)cc1 (stereo not drawn)	0	13	4	-1.5	8	-6	-0.068	0	-2
COc1ccc(-c2nnc(NC(=O)CSc3ccc(Cl)cc3)s2)cc1OC	3	-1	-1	0.4	10	-17	0.54	-5	8
CCc1cccc(NC(=O)CSC2=NS(=O)(=O)c3ccccc32)c1	0	-1	0	0.4	7	-20	nt	-2	4

Compound profiles, from the list above. Order of screens: KLK5 inh | FXIa inh | Wee1 stabilizer | PERK inhibitor | FXIIa inh 1536 | Furin inh | KCC2 mod | Thrombin inh | p97 ATPase inh
Record of COc1ccc(Cc2nnc(NC(=O)c3ccc(Cl)c([N+](=O)[O-])c3)s2)cc1 = 2 | -10 | 1 | 1.2 | 11 | -10 | -0.45 | 4 | -3
Record of O=C1N=C(N2CCOCC2)SC1=C1CCCCC1 = -16 | 8 | 0 | -0.9 | 16 | -10 | 0.031 | 3 | -1
Record of CCc1cccc(NC(=O)CSC2=NS(=O)(=O)c3ccccc32)c1 = 0 | -1 | 0 | 0.4 | 7 | -20 | nt | -2 | 4

Remaining list, next part.
SMILES	KLK5 inh	FXIa inh	Wee1 stabilizer	PERK inhibitor	FXIIa inh 1536	Furin inh	KCC2 mod	Thrombin inh	p97 ATPase inh
CCN1CC(c2ccccc2)C(c2ccc(Cl)cc2)=N1 (stereo not drawn)	-6	4	-1	0.5	7	-24	-3.4	-11	2
O=S(=O)(c1ccc(Cl)cc1)N1CCN(c2nc(-c3cccs3)nc3ccccc23)CC1	-14	2	-4	-1.1	10	-17	0.55	-12	2
O=C(NCCCCCCNC(=O)OCCO)OCCO	-9	-1	6	0.0	9	-6	1.8	-7	-4
CN(C)CCCN(C(=O)CCc1ccccc1)c1nc2ccc(F)cc2s1	0	0	2	-0.4	7	-21	0	-4	-2
Cc1ccc(C2=NN(S(C)(=O)=O)C(c3ccc4c(c3)OCO4)C2)cc1 (stereo not drawn)	-21	3	6	-0.3	12	-3	-0.44	-9	1
COc1ccc(F)cc1S(=O)(=O)N1CCN(Cc2ccc3c(c2)OCO3)CC1	-4	5	2	-0.5	16	-9[20 µM]	0.8	2	-8
CSc1nc(Oc2ccc(C)cc2)cc(C(F)(F)F)n1	-7	4	1	3.6*	19	-9[20 µM]	nt	1	3
C=CCSc1nc2[nH]ncc2c(=O)[nH]1	-3	4	0	1.2	9	-23	1.2	1	5
CC1(C)CC(=O)C(C=NCCc2ccc(S(N)(=O)=O)cc2)=C(O)C1	-4	0	-1	-0.2	5	-17[20 µM]	1.2	-7	-1
O=C(c1ccc(Cn2ccc([N+](=O)[O-])n2)cc1)N1CCN(Cc2ccccc2)CC1	-3	7	0	0.4	3	-26	-0.43	-2	0
CN1C(=O)N(CN2CCCCC2)C2C1N(C)C(=O)N2CN1CCCCC1 (stereo not drawn)	-25	-3	1	0.1	-1	-17	nt	-9	-5
C=CCSC(=S)Nc1c(C)n(C)n(-c2ccccc2)c1=O	1	-1	-1	0.8	14	-24	-0.65	-3	-1
Cc1cc(N)c(NC2=CC(=O)CC(C)(C)C2)cc1C	-2	2	-2	-1.8	8	-8	-0.74	-6	-5
CCOc1cc(C2C(C(=O)N3CCCCC3)=C(C)NC3=C2C(=O)CC(C)(C)C3)ccc1O (stereo not drawn)	5	5	0	1.4	7	-20	nt	4	8
COc1ccc(S(=O)(=O)N(CC(=O)O)Cc2ccccc2)cc1OC	2	6	2	2.0	7	-4	0.28	-9	5
O=C(Nc1ccccn1)C(F)(F)C(F)(F)C(F)(F)C(F)(F)C(=O)Nc1ccccn1	0	4	3	1.4	15	-12	-0.29	1	1
O=C(Nc1cccc(OC(F)(F)F)c1)c1ccc(Br)o1	-4	-1	1	0.0	-4	-10	nt	-6	2
COc1ccc(-c2cc(C(F)(F)F)nc(N)n2)cc1	-4	-4	-1	0.1	7	-23	0.54	-4	4
O=C(c1ccc(Cl)cc1)c1ccc(CN2C(=O)c3ccccc3C2=O)o1	-9	-6	-1	0.4	2	6[20 µM]	0.023	-5	1
N#Cc1nc(Cc2ccccc2)oc1NCc1ccccc1Cl	3	16	0	-0.1	16	-7	-2.9*	-3	-8
COc1ccc(C(=O)N/N=C/c2ccc3cccc(O)c3n2)cc1	nt	2	-2	1.8	9	-20	-1.2	-1	8
NS(=O)(=O)c1ccc(CCNC(=O)CC(NC(=O)c2ccccc2Cl)c2ccccc2)cc1 (stereo not drawn)	-1	-5	-1	0.3	3	-5	1.1	-8	-1
CCN(CC)c1ccc(-c2nn3c(-c4ccccc4OC)nnc3s2)cc1	-4	-15	0	-1.3	-21	-34	-1.4	-5	-3
COC(=O)c1cc(C#N)c(=O)[nH]c1C	5	3	1	-0.2	7	-19	0.15	1	-1
CCOc1ccc(NC(=S)N2CCN(C/C=C/c3ccccc3)CC2)cc1	-5	-3	3	0.9	nt	-14	-0.3	-5	5
O=C1OCc2cc(NC(=O)C3COc4ccccc4O3)ccc21 (stereo not drawn)	-6	6	-3	1.0	14	-16	0.006	6	5
CCCCC(=O)Nc1ccc(C(=O)NNC(=S)NC(=O)c2cccs2)cc1	-95	0	-1	0.0	2	-1	0.88	-18	4
CC1(C)CC(=O)C=C(Nc2ccc3c(c2)OCCO3)C1	-22	-6	-2	0.6	3	-20	0.15	-3	3
CCCC(=O)OCCNc1cc(Sc2nccn2C)c2nonc2c1[N+](=O)[O-]	-15	2	-1	0.9	0	0	-2.1	-8	5
CC(c1n[nH]c(=S)n1Cc1ccccc1)N(C)C (stereo not drawn)	-7	-3	0	0.6	2	-25	0.51	-8	2
COC(=O)c1ccc(/C=C/C(=O)c2ccc(OC)c(OC)c2)cc1	-20	-8	-2	-0.7	-6	-17	nt	-10	7
O=C(Nc1cccc(Cl)c1)Nc1nnc(-c2ccccc2)o1	-23	-1	2	0.7	7	-16[20 µM]	3.2	-2	1
C=CCOc1cccc(CNCCCN2CCOCC2)c1	2	2	2	0.7	6	-40	0.78	12	7
Cc1ccc(S(=O)(=O)N(CCC(=O)O)Cc2ccc(Cl)cc2)cc1	-10	-11	-2	-0.4	-21	-13[20 µM]	nt	3	-3
COCCN1CCc2c(C)nc3c(-c4ccc(OC)c(OC)c4)cnn3c21	2	-3	5	-1.5	3	-5	nt	-5	-4
N#Cc1ccc(NC(=O)CN2C(=O)NC(Cc3ccccc3)C2=O)cc1 (stereo not drawn)	0	7	0	0.4	11	-15	nt	3	-2
c1ccc(N2CCN(c3nc4cc5c(cc4s3)OCO5)CC2)cc1	-15	8	8	-0.3	9	-20	-0.21	-4	-1
COc1ccc(N2C(=O)CC(Sc3ncn[nH]3)C2=O)c(OC)c1 (stereo not drawn)	-17	-10	-2	0.5	3	-31	-0.54	-23	5
COc1cc(NCCCC(C)N)c2ncccc2c1 (stereo not drawn)	-9	3	29*	1.0	7	-19	1.2	0	15*
CCN(CC)C(=O)c1c[nH]c2ccc(S(=O)(=O)Nc3cc(C)cc(C)c3)cc2c1=O	2	0	-2	2.5	6	-15	0.95	1	4
COCCCNC(=S)NC(=O)c1ccc(C)cc1	-11	5	8	0.1	12	-3	1.8	-8	0
COc1ccccc1CNC(=O)c1c(-c2ccccc2)nn(-c2ccccc2)c1C	2	-5	-2	-1.9	-3	0[20 µM]	0.21	-4	2
Cn1c(=O)[nH]c(=O)c2c1nc(CN1CCOCC1)n2CCCO	-7	-6	-2	1.2	2	4	0.84	-8	4
Cc1cc(C)nc(NS(=O)(=O)c2ccc(N/C=C3\CCCC3=O)cc2)n1	0	0	0	0.8	7	-4[20 µM]	0.17	-4	0
N#Cc1c(-c2ccccc2)c(-c2ccccc2)nn(CC(=O)NNC(=O)Nc2ccc(Cl)c(Cl)c2)c1=O	-11	7	1	-0.2	9	-11[20 µM]	0.87	-6	8
